High-throughput results deposited in PubChem by National Center for Advancing Translational Sciences (NCATS).
Casp7 inh: allosteric or competitive inhibitors of human caspase-7; actives 0.02% (n = 75,000); Potency, µM (highest dose often 57.5 µM), without a hit: at the top dose activity change, negative = inhibition, most hits filed as inhibitors; AID 889; recombinant caspase-7, Ac-DEVD-AFC fluorescence rate; P55210; active = well fitted inhibition curve with a large enough effect in the main read-out, with a control signal flat, not every such curve was filed as active; inconclusive = small, poorly fitted or top-dose-only effect, or a change in a side signal; note: potency is the fitted concentration of half-maximal effect; % of control where 0% means no effect
A350 fluor: A350 region autofluorescence. Compound autofluorescence, 340/450 nm, Alexa 350 dye-equivalents; active compounds read high. max dye-equivalent concentration, M. actives 11% (n = 59,000). AID 590; in the data active = max dye-equivalent concentration above about 10 nM; inconclusive = mostly about 1.1 nM to 9.6 nM
Caspase-1 inhib: allosteric or competitive inhibitors of human caspase-1. Caspase-1 enzyme, Ac-WEHD-AFC fluorogenic rate. Potency, µM (titrated, usually from 57.5 µM), for the others: top-dose activity change, negative = inhibition, usual class: inhibitors. actives 0.03% (n = 75,000);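 note: potency is the fitted concentration of half-maximal effect; plate controls were vehicle for no effect and no substrate for full effect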
Target sequence (P29466 120-297 limits assumed): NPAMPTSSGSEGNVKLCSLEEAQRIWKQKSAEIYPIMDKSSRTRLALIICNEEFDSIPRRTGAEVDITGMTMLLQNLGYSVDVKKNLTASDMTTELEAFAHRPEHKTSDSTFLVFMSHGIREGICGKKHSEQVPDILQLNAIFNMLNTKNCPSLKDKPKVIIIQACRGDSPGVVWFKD
Target sequence (P29466 317-404 limits assumed): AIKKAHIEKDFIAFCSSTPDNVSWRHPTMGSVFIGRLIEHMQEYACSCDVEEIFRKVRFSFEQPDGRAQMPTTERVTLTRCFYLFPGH
ERK AVP block: blocks ERK signaling stimulated by vasopressin | HEK293-V1b, vasopressin-stimulated pERK AlphaScreen | Potency, µM (series often up to 57.5 µM), inactives show top-dose activity, negative = inhibition, usual class: inhibitors | actives 0.99% (n = 72,000) | AID 995; note: potency is the fitted concentration of half-maximal effect; % is set by controls: 0 for no effect and ±100 for the full control effect; nearly all actives have a fitted effect of over 55% in size
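HEK293 cells stably expressing V1b receptor, seeded overnight in 1% FBS, were treated with compounds for 30 min at 37C, then stimulated 5 min with 25 nM vasopressin; phospho-ERK read by AlphaScreen SureFire after lysis.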
4-MU autofl: 4-MU region autofluorescence; compound autofluorescence, 340/450 nm, 4-MU equivalents; active compounds read high; actives 11% (n = 59,000); max dye-equivalent concentration, M; in the data active = max dye-equivalent concentration above about 10 nM; inconclusive = mostly about 1.1 nM to 9.6 nM
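Compounds in 100 mM Tris, pH 8.0, incubated 15 min at room temperature, then fluorescence read at 340 nm excitation/450 nm emission. Signal converted to 4-MU dye-equivalent concentration using an on-plate six-point 4-MU standard curve.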
Rhodamine autofl: compound fluoresces in the rhodamine spectral region. max dye-equivalent concentration, M. AID 594. actives 0.05% (n = 59,000). Rhodamine-region fluorescence, 547/598 nm, Tris buffer; active compounds read high; in the data active = max dye-equivalent concentration above about 11 nM; inconclusive = between about 1.1 nM and that limit
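Intrinsic compound fluorescence, ex 547 / em 598 nm, CCD imager. Tris 100 mM pH 8.0; 15 min RT. Output = rhodamine dye-equivalent concentration at each compound concentration.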
FLuc inh: blocks Photinus pyralis firefly luciferase activity; P08659; purified firefly luciferase, luminescence, 8 min; Potency, µM (top dose mostly 57.1 µM), for inactives: at the top dose activity change, negative = inhibition, most hits filed as inhibitors; actives 2.2% (n = 72,000); note: potency is the fitted concentration of half-maximal effect; % is set by controls: 0 for no effect and ±100 for the full control effect; nearly all actives have a fitted effect of over 40% in size
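Inhibition of light generation by firefly luciferase from ATP and luciferin was profiled with concentration-response curves per sample, ATP held at 10 uM within the enzyme's linear range. Plates were read by luminescence after an 8-minute ambient incubation.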
Tau fil binding: tau filament binding. AID 596. recombinant tau filaments, thioflavin S fluorescence, 15 h; filaments grown with octadecylsulfate alongside compound. P10636. actives 2% (n = 71,000). Potency, µM (doses to about 57.1 µM), for inactives: at the top dose activity change, negative = inhibition;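 note: potency is the fitted concentration of half-maximal effect; % is set by controls: 0 for no effect and ±100 for the full control effect; actives lower thioflavin S fluorescence by blocking filaments or displacing dye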
Target sequence (P10636 whole entry, looked up): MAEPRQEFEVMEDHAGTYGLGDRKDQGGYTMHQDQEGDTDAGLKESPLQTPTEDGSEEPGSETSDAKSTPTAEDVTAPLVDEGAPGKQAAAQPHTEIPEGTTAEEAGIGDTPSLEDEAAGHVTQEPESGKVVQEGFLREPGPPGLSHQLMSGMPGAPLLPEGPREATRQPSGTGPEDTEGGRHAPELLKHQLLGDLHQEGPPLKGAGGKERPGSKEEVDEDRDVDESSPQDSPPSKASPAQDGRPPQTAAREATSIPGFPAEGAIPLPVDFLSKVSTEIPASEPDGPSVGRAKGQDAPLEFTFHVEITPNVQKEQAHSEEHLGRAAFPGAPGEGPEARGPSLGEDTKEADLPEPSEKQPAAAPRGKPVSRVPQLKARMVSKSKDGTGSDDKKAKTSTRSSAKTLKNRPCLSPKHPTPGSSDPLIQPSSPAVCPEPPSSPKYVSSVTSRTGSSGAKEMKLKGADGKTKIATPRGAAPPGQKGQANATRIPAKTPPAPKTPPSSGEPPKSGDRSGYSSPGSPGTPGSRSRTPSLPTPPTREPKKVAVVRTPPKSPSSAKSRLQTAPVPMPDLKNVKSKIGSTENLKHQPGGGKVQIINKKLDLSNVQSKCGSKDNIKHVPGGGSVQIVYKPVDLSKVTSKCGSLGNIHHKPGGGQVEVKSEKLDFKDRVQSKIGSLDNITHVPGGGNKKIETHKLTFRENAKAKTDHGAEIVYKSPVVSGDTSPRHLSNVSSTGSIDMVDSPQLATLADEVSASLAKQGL
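Assay mix: 1 uM His-tagged tau, 30 uM sodium octadecylsulfate, thioflavine S dye in HEPES/NaCl/DTT buffer. Compound is added prior to the inducer. Fluorescence after 15 h at 37 C.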
HEK293 cAMP ctrl: counter-screen for TSHR agonists: cAMP increase in parental HEK293; parental HEK293 CNG cAMP sensor, membrane potential fluorescence; actives 2.5% (n = 73,000); Potency, µM (doses to about 57.1 µM), inactives show at the highest dose activation, hits mostly activators; note: potency is the fitted concentration of half-maximal effect; % of control where 0% means no effect; nearly all actives have a fitted effect of over 55% in size
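Parental HEK 293 cells stably expressing a modified CNG channel (no TSHR) report cAMP rise as membrane depolarization. Membrane potential dye with 100 uM RO 20-1724 was loaded for 60 min at room temperature, then compound added for 30 min; fluorescence read at 590 nm.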
TexasRed autofl: compounds fluorescent in Texas Red spectral region | max dye-equivalent concentration, M | Compound fluorescence, Texas Red channel, 547/618 nm; active compounds read high | AID 587 | actives 0.06% (n = 59,000); in the data active = max dye-equivalent concentration above about 10 nM; inconclusive = between about 1.1 nM and that limit
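Compound fluorescence was read after 15 min at room temperature in 100 mM Tris, pH 8.0, using 547 nm excitation and 618 nm emission across a concentration series. It was expressed as Texas Red dye-equivalent concentration from an on-plate standard curve.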
Fluorescein fluor: compound fluoresces in the fluorescein spectral region. Compound autofluorescence, 480/540 nm, fluorescein-equivalent; active compounds read high. max fluorescein-equivalent concentration, M. actives 0.91% (n = 59,000); in the data active = max fluorescein-equivalent concentration above about 10 nM; inconclusive = between about 1.1 nM and that limit
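Values reflect compound autofluorescence, normalized to fluorescein on the same plate and reported at each tested concentration. Conditions: 100 mM Tris pH 8.0, room temperature, 15 min, excitation 480 nm, emission 540 nm.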
An asterisk follows results filed as active; i = inactive; ? = inconclusive; . = no result given; [ ] = remark or other dose. Unless noted, calls come from the whole dose curve; as a rule, active = well fitted curve in the direction sought with a large enough effect; inconclusive = small, poorly fitted or top-dose-only effect, or another doubt; inactive = no such curve, though single readings can be large; an effect the other way counts as inactive or inconclusive. An excerpt; the hit share may differ from the screen's.

Every second line gives: Casp7 inh, A350 fluor, Caspase-1 inhib, ERK AVP block, 4-MU autofl, Rhodamine autofl, FLuc inh, Tau fil binding, HEK293 cAMP ctrl, TexasRed autofl, Fluorescein fluor
N#Cc1c(N)nc2c(c1-c1cccnc1)CCCCC2
 : -1%, ., -1%, -3%, ., ., 2%, 4%[11.4 µM], 28%[11.4 µM], ., .
Cc1ccc(Cl)cc1N1CCN(S(=O)(=O)c2ccc3c(c2)oc(=O)n3C)CC1
 : -1%, i, -3%, 14%, i, i, 1%, 20%, 12%, ?, ?
CCOC(=O)CCCNC(=O)CCNC(=O)c1ccc(OCC)cc1
 : -1%, ., 0%, 0%, ., ., 1%, -5%, -4%, ., .
O=C(O)c1cccc(N2C(=O)c3cccnc3C2=O)c1
 : -1%, ?, 0%, 10%, ?, i, -29%, 1%, -5%, i, ?
COc1ccc(CCNC(=O)CSc2nnc(Cc3csc(N)n3)n2C)cc1OC
 : -2%, i, -2%, -18%, i, i, -1%, 19%, 3%, i, ?
COc1ccc(CCNC2CC(=O)N(CCc3ccc(OC)c(OC)c3)C2=O)cc1OC (stereo not given)
 : 0%, ., -2%, -30%, ., ., 2%, -6%, -1%, ., .
COc1ccc(N2C(=O)CC(Sc3nc(C)c4c(n3)CCCC4)C2=O)cc1 (stereo not given)
 : -1%, i, -1%, -4%, i, i, -1%, 0%, 3%, i, i
CN(C)c1nc(-c2cccc(NS(C)(=O)=O)c2)nc2ccccc12
 : -5%, i, -5%, -12%, i, i, -13%[2.29 µM], 1%, ?, i, i
COC(=O)C1=C(C)NC(C)=C(C(=O)OC)C1c1ccccn1
 : -19%, 2.9e-07M*, -13%, -5%, 2.6e-07M*, i, 3%, -5%, 3%, i, i
O=C(O)Cn1nc2ccccc2n1
 : -2%, i, 0%, -2%, i, i, 4%, 1%, 1%, i, i
O=S(=O)(c1ccc(S(=O)(=O)N(Cc2cccs2)CC2CCCO2)cc1)N1CCCCC1 (stereo not given)
 : -2%, i, -4%, -14%, i, i, -1%, 16%, 23%, i, i
CCCOc1ccc2c3c(c(=O)oc2c1OCCC)CCC3
 : -4%, ., -3%, 22%, ., ., -1%, 74%[11.4 µM], 3.2µM*, ., .
O=C1CC(Cc2ccccc2)C(=O)N1Cc1ccco1 (stereo not given)
 : -10%, ., -10%, -7%, ., ., -3%, 66%, 0%, ., .
COC(=O)c1sc(S(=O)(=O)N2CCC(C)CC2)c(C(=O)OC)c1C
 : 0%, i, -1%, 18%, i, i, -1%, 3%, ?, i, i
COc1ccc(C(C(=O)NC2CCCCC2)N2CCC3(CC2)OCCO3)cc1 (stereo not given)
 : 1%, i, 0%, 57%[activator], i, i, -2%, -16%, 7%, i, i
COc1cccc2cc(C(C)N(CCCN3CCOCC3)C(=O)Nc3ccc(Cl)cc3)oc12 (stereo not given)
 : 0%, i, 2%, 9%, i, i, -1%, 27%, 14%, ?, i
CC(O)Cc1nsc(NC(=O)c2ccc(Br)o2)n1 (stereo not given)
 : 1%, i, 0%, 21%, i, i, -1%, -43%, ?, i, i
CCOc1cc(CNC(=O)CN2C(=O)c3ccccc3S2(=O)=O)ccc1OC
 : 3%, i, -2%, 7%, i, i, 0%, 2%, 2%, i, i
Cc1ccc(-n2nnc3c(=O)n(CC(=O)N4CCCC4)cnc32)cc1
 : -2%, i, 4%, -12%, i, i, -2%, 19%, 8%, i, i
O=C(CN(Cc1ccco1)C(=O)CNS(=O)(=O)c1ccccc1)NC1CCCCC1
 : 2%, i, -2%, 6%, i, i, 1%, -5%, 28%, ?, i
CC(=O)NCC(=O)OCC(=O)c1ccc(C)cc1
 : -1%, ., -1%, -8%, ., ., 0%, -8%, -6%, ., .
COc1ccc(S(=O)(=O)NCC(=O)N(CC(=O)NCC2CCCO2)c2c(C)cccc2C)cc1 (stereo not given)
 : -1%, i, -1%, -6%, i, i, -1%, -6%, 29%, i, i
O=C(CSc1ncn(-c2ccccc2)n1)Nc1nc2ccccc2s1
 : -6%, i, -2%, ?, i, i, 2%, 93%, 3%, i, i
Cc1cc2cc(CCNC(=O)c3ccc(Br)o3)c(=O)[nH]c2cc1C
 : -3%, ?, -2%, 12%, i, i, 0%, 121%, 13%, ?, i
c1ccc(-n2nnnc2-n2ccnc2)cc1
 : 0%, ., 1%, -3%, ., ., -4%, 4%, 20%, ., .
O=C(c1cc(C(F)(F)F)cc(C(F)(F)F)c1)N1CCC[C@@]2(CCN(c3ccccn3)C2)C1
 : -1%, i, -3%, -26%, i, i, -2%[11.4 µM], 4%, 16µM*, i, i
COC(=O)c1cc2ccsc2n1CC(=O)N1CCCc2ccccc21
 : -6%, i, 1%, -20%, i, i, 2%, -7%, ?, i, i
O=C(Cn1cccc1C(=O)c1ccccc1)NCc1ccco1
 : 3%, i, 0%, 10%, i, i, -2%, 2%, 19%, i, i
COCCOC(=O)C(C#N)c1nc2ccccc2nc1N1CCCC1 (stereo not given)
 : -25%, 8.3e-08M*, ?, ?, 8e-08M*, i, 4%, 16µM*, 12%, i, ?
CCC(C(=O)NC1CCCC1)N(Cc1ccco1)C(=O)Cn1nnc(-c2ccc(C)cc2)n1 (stereo not given)
 : -3%, i, -6%, ?, i, i, -2%, 2%, ?, i, i

Record cards, from the list above. Order of values: Casp7 inh	A350 fluor	Caspase-1 inhib	ERK AVP block	4-MU autofl	Rhodamine autofl	FLuc inh	Tau fil binding	HEK293 cAMP ctrl	TexasRed autofl	Fluorescein fluor
Shown for CC(O)Cc1nsc(NC(=O)c2ccc(Br)o2)n1 (stereo not given) : 1%	i	0%	21%	i	i	-1%	-43%	?	i	i
Shown for O=C(CSc1ncn(-c2ccccc2)n1)Nc1nc2ccccc2s1 : -6%	i	-2%	?	i	i	2%	93%	3%	i	i
Shown for COc1ccc(N2C(=O)CC(Sc3nc(C)c4c(n3)CCCC4)C2=O)cc1 (stereo not given) : -1%	i	-1%	-4%	i	i	-1%	0%	3%	i	i
Shown for Cc1ccc(-n2nnc3c(=O)n(CC(=O)N4CCCC4)cnc32)cc1 : -2%	i	4%	-12%	i	i	-2%	19%	8%	i	i

(cont.)
Every second line gives: Casp7 inh, A350 fluor, Caspase-1 inhib, ERK AVP block, 4-MU autofl, Rhodamine autofl, FLuc inh, Tau fil binding, HEK293 cAMP ctrl, TexasRed autofl, Fluorescein fluor
Cc1ccccc1Cn1cc(NC(=O)c2cc(-c3cccs3)on2)cn1
 : -2%, ?, -2%, 10%, ?, i, -2%, 18%, 17%, ?, i
CS(=O)(=O)N(CC(N)=O)c1ccc2c(c1)OCO2
 : -2%, i, 0%, -15%, i, i, 2%, -10%, 0%, i, i
FC(F)(F)C1CC(c2cccs2)Nc2ncnn21 (stereo not given)
 : 0%, ., -1%, -7%, ., ., -5%, 4%, -4%, ., .
CCCc1oc2c(c(=O)c1CC)C(=O)CC(C)(C)C2
 : -1%, ?, 2%, -18%, i, i, -4%, 7%, 3%, ?, i
O=S1(=O)CC(O)C(NCc2ccco2)C1 (stereo not given)
 : 2%, i, 0%, 8%, i, i, 2%, -1%, -1%, i, i
COc1ccc(-c2nc(N)ncc2-c2csc(C)n2)c(O)c1
 : -1%, i, -3%, -29%, i, i, 2%, -4%, -17%, i, i
CCCCCCN(C(=O)CCCCCN1C(=O)NC(c2ccc(C(C)(C)C)cc2)C(C(=O)OCc2ccccc2)=C1C)C(C(=O)NCCCC)c1ccc(OCC(=O)OC)c(C(=O)OC)c1 (stereo not given)
 : -1%, ., -2%, -1%, ., ., ., 18%, 24%, ., .
Cc1cc(Nc2c(C)cccc2C)n2nc(C)nc2n1
 : -16%, ., 1%, -17%, ., ., 1%, -4%, -2%, ., .
CC(=O)Nc1cccc(NC(=O)CSc2nnnn2C(C)C)c1
 : 1%, i, 0%, -7%, i, i, -1%, 6%, 7%, i, ?
CN(C)c1nc(N)nc(-c2nc3ccccc3s2)n1
 : 0%, 1.2e-08M*, 0%, -9%, ?, i, ?, 6%, 4%, ?, ?
COc1ccc(C(=O)N2CCC3(CC2)CN(c2ccncc2)C3)cc1
 : 5%, i, -3%, 5%, i, i, 1%[11.4 µM], 11%, 12%, i, i
Cn1c(=O)[nH]c(=O)c2c1nc(CN1CCN(c3ccccc3F)CC1)n2CC(N)=O
 : -2%, ., -9%, ., ., ., -3%, 9%, ?, ., .
O=C(C1CCN(c2nnnn2-c2ccccc2)CC1)N1CCN(c2ccccc2)CC1
 : -1%, ?, 1%, 5%, ?, i, -6%, -3%, 5%, i, i
NC(=O)c1sc2nc(N3CCCCC3)c3c(c2c1N)CCCC3
 : -5%, ., -5%, -22%, ., ., 1%, 8%[11.4 µM], -3%[11.4 µM], ., .

With a hit mark in Tau fil binding, among the entries above:
SMILES	Casp7 inh	A350 fluor	Caspase-1 inhib	4-MU autofl	Rhodamine autofl	FLuc inh	Tau fil binding	TexasRed autofl
COCCOC(=O)C(C#N)c1nc2ccccc2nc1N1CCCC1 (stereo not given)	-25%	8.3e-08M*	?	8e-08M*	i	4%	16µM*	i
